Keap1-Nrf2 PPI – Keap1-Nrf2 protein-protein interaction inhibitors, primary screen, biochemical, fluorescence polarization, single point; Keap1 Kelch-Nrf2 peptide fluorescence polarization, 1536-well; inhibition, % at 9.4 µM; 340,000 compounds, 0.15% hits; in the data active = inhibition above about 12%;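 also: human Keap1 Kelch domain with fluorescein labeled Nrf2 9mer peptide probe; 0% = neutral control wells and 100% = peptide positive control; higher means more block of Keap1 binding to Nrf2 peptide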
RTF Ca sens act – cardiac RTF calcium sensitivity activators, primary screen, biochemical, IANBD-TnC fluorescence, EC20 calcium; Troponin I, cardiac muscle (Homo sapiens) + Troponin T, cardiac muscle (Homo sapiens) + …; IANBD-labeled TnC RTF fluorescence at EC20 calcium; 0% EC20 calcium, 100% full calcium; activation, % at 7.2 µM; 340,000 compounds, 0.24% hits; AID 493008, 2010;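 active = activation above the mean over all tested compounds plus 3 SD, cut at about 30% in these data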;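 also: rise in fluorescence read as greater calcium sensitivity of cardiac thin filaments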
V-ATPase pHluor – regulators of yeast V-ATPase proton pumping, primary screen, pHLuorin cytosolic pH fluorescence. AID 504577, 2011. S. cerevisiae. response, % at 10 µM. 350,000 compounds, 0.37% hits; in the data active = response mostly above about 7.3%, no sharp cut-off; inactive = mostly below about 5.4%; also: actives read high; inactives centre near 0; some compounds called inactive have numbers as strong as hits; reference of the scale not given here
Arrestin-AP2 inh – inhibitors of beta-arrestin/AP2 binding, primary screen, biochemical, GPCR trafficking, flow cytometry. FITC-arrestin peptide / GST-AP2 beads; AP2 beta2 appendage carries R879A mutation. inhibition, % at 10 µM. 340,000 compounds, 0.31% hits. AID 504490, 2011;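 active = inhibition above a set limit, near 3 SD of compounds lacking own fluorescence, cut at about 54% in these data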;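 also: plate controls were DMSO wells for no effect and 5 µM unlabelled arrestin peptide for full effect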
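System: GST-AP2 R879A bound to glutathione beads, E. coli-expressed. Also added: 50 nM FITC-arrestin peptide. Schedule: compound with beads 12 min RT, then probe 1 h RT. Signal: bead flow cytometry, FITC channel. Read-out basis: percent response.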
OPRM1-OPRD1 ag – agonists of OPRM1-OPRD1 heterodimerization, primary screen, cell-based, luminescence. activation, % at 9.3 µM. cells. 340,000 compounds, 0.3% hits; in the data active = activation above about 18%;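 also: 0% = vehicle-treated cells and 100% = reference agonist; values of inactives mirror those of a sister screen read the other way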
Pemphigus Ab inh – inhibitors of pemphigus antibody binding to DSG3, primary screen, biochemical, bead-based, flow cytometry, scFv-GFP | DSG3-coupled beads, scFv-anti-DSG3-GFP binding; stronger effect = lower value | binding (percent of control), % at 10 µM | 310,000 compounds, 0.48% hits | AID 588358, 2011;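 active = binding more than 3 SD below its plate's average and above zero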; also: some compounds called inactive have numbers as strong as hits
Target sequence (P32926 whole entry, looked up): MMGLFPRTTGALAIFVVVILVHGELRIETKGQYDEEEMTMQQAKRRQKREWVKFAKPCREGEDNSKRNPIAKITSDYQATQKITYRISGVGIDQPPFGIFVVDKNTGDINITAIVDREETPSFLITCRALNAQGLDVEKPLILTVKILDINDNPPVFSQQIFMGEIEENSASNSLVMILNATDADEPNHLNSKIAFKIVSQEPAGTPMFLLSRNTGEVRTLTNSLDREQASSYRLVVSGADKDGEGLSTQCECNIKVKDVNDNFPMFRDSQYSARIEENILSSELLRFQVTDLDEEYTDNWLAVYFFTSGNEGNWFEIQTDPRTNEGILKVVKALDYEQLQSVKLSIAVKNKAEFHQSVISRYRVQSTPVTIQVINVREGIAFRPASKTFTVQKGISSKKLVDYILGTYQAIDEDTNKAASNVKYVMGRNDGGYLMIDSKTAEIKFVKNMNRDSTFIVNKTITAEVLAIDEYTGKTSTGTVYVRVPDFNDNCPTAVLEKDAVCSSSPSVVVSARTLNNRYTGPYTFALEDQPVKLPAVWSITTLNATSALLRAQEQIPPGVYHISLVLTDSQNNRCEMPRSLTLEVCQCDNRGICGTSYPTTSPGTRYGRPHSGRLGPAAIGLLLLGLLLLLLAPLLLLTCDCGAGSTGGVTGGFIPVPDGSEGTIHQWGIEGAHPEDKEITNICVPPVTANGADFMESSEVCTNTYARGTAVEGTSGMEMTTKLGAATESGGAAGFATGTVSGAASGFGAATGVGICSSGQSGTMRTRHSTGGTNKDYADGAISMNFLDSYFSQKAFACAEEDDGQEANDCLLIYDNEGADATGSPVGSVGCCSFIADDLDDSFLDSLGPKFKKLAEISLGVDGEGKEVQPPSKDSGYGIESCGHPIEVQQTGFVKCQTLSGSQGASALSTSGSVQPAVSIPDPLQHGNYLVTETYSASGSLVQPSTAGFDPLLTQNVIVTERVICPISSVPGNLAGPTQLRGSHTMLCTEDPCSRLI
MOR-DOR inv ag – inverse agonists of MOR-DOR heterodimerization, primary screen, cell-based, luminescence; 340,000 compounds, 0.21% hits; inhibition, % at 9.3 µM; Mu-type opioid receptor (Homo sapiens) + Delta-type opioid receptor (Homo sapiens), …; cell-based MOR-DOR heterodimer luminescence, inverse agonism; in the data active = inhibition above about 22%, passing the limit was not always enough;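 also: 0% = cells with DMSO and 100% = wells without cells with DMSO; values of inactives mirror those of a sister screen read the other way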
C-LANA FP – inhibitors of KSHV C-LANA binding to DNA, primary screen, biochemical, fluorescence polarization, FAM-LBS DNA, MBP-C-LANA, single point. Kaposi's sarcoma herpesvirus LANA C-terminal domain (residues 932-1162) DNA binding. inhibition, % at 9 µM. 340,000 compounds, 0.078% hits;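 active = highest replicate inhibition at or above 60% at 9 µM, even if other replicates fall short; inactive = all replicates below 60% inhibition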;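 also: 0% = neutral control wells and 100% = 4 µM acridine orange control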
RTF Ca sens inh – cardiac RTF calcium sensitivity inhibitors, primary screen, biochemical, IANBD-TnC fluorescence, EC70 calcium; IANBD-labeled cardiac RTF, Ca2+ fluorescence; inhibition, % at 7.15 µM; 340,000 compounds, 0.12% hits; AID 493244, 2011;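 active = inhibition above the mean inhibition of all tested compounds plus 3 SD, cut at about 17% in these data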;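 also: assay run at fixed EC70 calcium of 1.6 mM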
Wnt bcat act – Wnt/beta-catenin pathway activators, primary screen, cell-based, plate reader, single point | Wnt/beta-catenin reporter cell assay, activator | activation, % at 9.35 µM | 300,000 compounds, 1.2% hits | AID 743398, 2014; in the data active = activation above about 30%, passing the limit was not always enough;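 also: 0% = neutral control wells and 100% = positive control wells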
Starred values were filed as active, the others as inactive; / = not tested or not shown. Random draw from the library. Share with any hit: about 3.1%.

SMILES | Keap1-Nrf2 PPI | RTF Ca sens act | V-ATPase pHluor | Arrestin-AP2 inh | OPRM1-OPRD1 ag | Pemphigus Ab inh | MOR-DOR inv ag | C-LANA FP | RTF Ca sens inh | Wnt bcat act
COc1ccc(C(=O)NNC(=O)c2cccc(S(=O)(=O)N3CCOCC3)c2)cc1 | -4 | -3 | 2 | 4 | -2.9 | 103 | 15 | 0.9 | 3 | 0
COc1ccc(C(=O)Oc2coc(CSc3nnc(NC(=O)c4cccs4)s3)cc2=O)cc1 | -3 | 9 | -2 | 41 | 0.0 | 94 | 0 | -1.2 | 10 | 2
c1nc(NCCN2CCOCC2)c2c3c(sc2n1)CCCCC3 | 0 | 2 | -3 | -3 | -3.0 | / | 17 | -0.1 | 8 | 2
Cc1cc([N+](=O)[O-])ccc1NC(=S)NC1CCCC1 | 0 | 2 | 7 | 2 | -0.4 | 118 | 2 | -1.0 | -6 | 1
O=C(N/N=C/c1ccc([N+](=O)[O-])o1)C1CC1 | 1 | 10 | -1 | 1 | 3.3 | 95 | -15 | 2.6 | -3 | 2
Cc1ccc(Nc2nnc(SC(C)C(=O)NC3CC3)s2)cc1 (centres undefined) | 2 | 0 | 3 | 25 | -1.5 | / | 6 | 1.2 | -1 | -7
Cc1cc(NC(=O)CSc2nnc(CNC(=O)c3cccc(C(F)(F)F)c3)o2)no1 | -7 | -2 | 2 | -4 | -0.5 | 108 | 3 | 1.1 | 8 | 1
O=[n+]1cc(-c2ccc(Br)cc2)n([O-])c2c1CCC2 | -1 | 5 | 1 | 1 | -0.2 | 102 | 1 | 3.6 | -4 | -3
c1ccc(-c2nc3ccccc3nc2N2CCOCC2)cc1 | -1 | 1 | -2 | 1 | 1.0 | 108 | -4 | 0.8 | -5 | /
COc1cc(-c2nnc(SC(C)C(=O)Nc3c(C)n(C)n(-c4ccccc4)c3=O)o2)cc(OC)c1OC (centres undefined) | 2 | -3 | 2 | -1 | -0.6 | 98 | 3 | 0.5 | -11 | /
O=C(c1ccc(Cl)cc1)N1CCN(C(=O)C2CCCCC2)CC1 | -1 | 1 | -1 | 26 | -2.5 | 110 | 14 | -1.1 | -4 | 3
O=C(Nc1ccccc1)c1cc(-c2ccccc2Cl)no1 | -2 | 2 | 0 | -8 | 4.7 | / | -22 | 7.4 | -2 | 27
O=C(c1cc(-c2ccc(F)cc2)on1)N1CCOCC1 | 3 | -4 | -2 | 29 | -0.9 | 105 | 5 | -0.4 | -5 | 0
CCCCN=C1NN=C(c2cc3ccccc3o2)CS1 | -3 | 2 | 3 | -5 | -2.8 | 81 | 14 | 1.4 | -11 | 0
COc1ccc(C(c2c(NC(C)=O)sc3c2CCCC3)N2CCN(CCO)CC2)cc1OC (centres undefined) | -2 | 2 | 2 | 2 | -1.9 | / | 10 | 2.7 | -3 | -2
CCOC(=O)Cc1sc(N)nc1C | -1 | 3 | -3 | -3 | -0.7 | 90 | 4 | 0.1 | -26 | 0
Cc1ccc(-c2nn(-c3ccccc3)cc2/C=C/C(=O)OCC(=O)NC2CC2)o1 | 3 | 0 | 6 | 37 | 0.0 | 102 | 0 | -0.1 | 5 | -1
Cc1cccc(CCN2C(N(C)C)=NC[C@@H]2C)c1 | 0 | 0 | -6 | 0 | -1.9 | 101 | 10 | 1.6 | -13 | 3
Cc1cc(C)c(NC(=O)NC(=O)c2cccc(F)c2)c(C)n1 | 3 | -6 | -2 | 1 | 0.5 | 98 | -3 | 0.3 | 3 | /
CCOC(=O)c1c(NC(=S)Nc2ccccc2)sc(C)c1C | -7 | 9 | 0 | -2 | -0.3 | / | 2 | 1.9 | -7 | -3
Cc1nnc(SCc2cc(=O)[nH]c(Nc3nc(C)c4cc(C)c(C)cc4n3)n2)s1 | -2 | / | 1 | -4 | / | 97 | / | 2.3 | / | -2
CC(C)(C)OC(=O)CNC(=O)c1[nH]cnc1C(=O)NC(c1ccccc1)c1ccccc1 | -3 | -7 | -1 | -3 | 6.7 | 104 | -37 | 1.4 | 3 | 6
COc1ccc(C(=O)NC2CCCc3c2cnn3-c2cccc(C)c2C)o1 (centres undefined) | -3 | -4 | -1 | 31 | -0.4 | 128 | 2 | 0.6 | -2 | 1
Cc1ccc(S(=O)(=O)Cc2nnnn2-c2ccccc2)cc1 | -4 | -4 | 0 | -6 | -2.5 | / | 13 | 0.8 | -10 | -2
S=C1NCCN1CC1CCN(CCCC2CCCC2)CC1 | -7 | -6 | -2 | 4 | 0.0 | 104 | 0 | -0.4 | 1 | -2
O=C(COC(=O)CCSc1ccc(Cl)cc1)NCCc1ccccc1 | -3 | 2 | 0 | -1 | 0.8 | 108 | -4 | 2.3 | -3 | 0
C=CC(C)(O)CCC=C(C)C (centres undefined) | -3 | 4 | -3 | 16 | -2.8 | 104 | 14 | 2.7 | -4 | -2
Cc1ccc(C)c(S(=O)(=O)N2CCN(C(C(=O)Nc3ccc(F)cc3)c3ccccc3)CC2)c1 (centres undefined) | -1 | 5 | -4 | 10 | -0.5 | / | 3 | 0.0 | 5 | -2
O=C(CC1C[C@H](C(=O)N2CCOCC2)[C@@]2(CCC3CCCC3)c3[nH]c4ccccc4c3CCN2C1=O)NCC12CC3CC(CC(C3)C1)C2 (some centres undefined) | -4 | -5 | 0 | -3 | -0.6 | 93 | 3 | 0.7 | -1 | -7
N#CC1=C(N)Oc2ccccc2C12C(=O)Nc1n[nH]c(-c3ccccc3)c12 (centres undefined) | 2 | 0 | 2 | -1 | -0.1 | 118 | 0 | -0.9 | 0 | /
CC1(CCC(=O)N2CCCC(N3CCN(c4cccc(C(F)(F)F)c4)CC3)C2)CC1 (centres undefined) | -7 | 2 | -2 | -2 | 4.3 | 113 | -14 | -0.2 | -1 | -2
COC(=O)c1ccc(OCC(O)CNCC(c2ccc(OC)cc2)N(C)C)c(OC)c1 (centres undefined) | 3 | -3 | -1 | 18 | -1.0 | / | 6 | -2.0 | 0 | -2
CCOc1ccccc1CNC(=O)C1CCC(=O)N1C(C)C (centres undefined) | -1 | -5 | 3 | -2 | -0.9 | 95 | 5 | 0.7 | -6 | -1
CCOc1ccc(C(=O)O[C@H]2[C@H](Cc3ccccc3)NS(=O)(=O)[C@H]3C[C@@H]4C=C[C@]23O4)cc1 | -4 | 4 | -5 | 18 | 0.8 | 94 | -4 | 0.6 | -5 | -9
Cc1c(N)cccc1-n1cccc1 | -8 | 7 | 0 | 8 | -1.7 | / | 8 | 1.2 | 5 | -1
CCOC(=O)c1cc(C)sc1/N=C/C1=C(O)CCCC1=O | -5 | -6 | 0 | 6 | 0.3 | 100 | -2 | -0.5 | -1 | 3
CN(C)S(=O)(=O)c1ccc(N2CCCC2)c(C(=O)Nc2ccccc2N2CCOCC2)c1 | -5 | 8 | -3 | -2 | -2.8 | 104 | 15 | -0.5 | -13 | /
Cc1ccc2c(C)c(C(=O)N(C)CCC3CCCCO3)oc2c1C (centres undefined) | 3 | -5 | -4 | 11 | -1.7 | 112 | 10 | -0.5 | -3 | 6
CCSc1nc(=O)n(-c2ccccc2)c(C)c1C(C)=S | -1 | 4 | 2 | -4 | -2.7 | / | 14 | -0.5 | -17 | -2
O=C(NCC1COCCO1)C1CCN(S(=O)(=O)c2ccccc2)CC1 (centres undefined) | -2 | 2 | 1 | 3 | -0.1 | 87 | 1 | 2.9 | -9 | /
CCc1nn2c(=O)cc(CSCC(=O)Nc3ccccc3Cl)nc2s1 | -1 | -1 | 5 | -8 | -1.6 | 100 | 8 | 0.6 | 0 | /
CCCn1c(/N=C/c2ccccc2O)nc2ccccc21 | 0 | -6 | -3 | 2 | -1.7 | 96 | 10 | -1.8 | -13 | /
O=C(Nc1nccs1)C1CCN(S(=O)(=O)c2ccccc2)CC1 | -2 | 20 | 0 | / | 0.5 | 116 | -3 | 0.7 | -4 | -1
CC1(COS(N)(=O)=O)CCCCC1 | -2 | 1 | 2 | -7 | -2.3 | 99 | 13 | -2.2 | 4 | /
CC(=O)N[C@@H](C)c1nc2ccccc2n1CCCN1CCN(c2nc(-c3ccc(C)cc3)cs2)CC1 | -3 | 9 | 1 | -5 | -2.3 | 100 | 13 | 0.9 | 1 | -6
COc1ccccc1/C=C1\SC(=S)N(NS(=O)(=O)c2ccccc2)C1=O | 0 | -9 | 2 | 30 | -1.7 | 103 | 8 | -10 | 2 | -2
O=C(CCCc1nc2ccccc2s1)NNC(=O)CCN1CCN(Cc2ccccc2)CC1 | 2 | -6 | -3 | 19 | -2.1 | 102 | 10 | -0.1 | 2 | -1
O=C(OCc1nnc(-c2ccc(Cl)cc2)o1)C12CC3CC(CC(O)(C3)C1)C2 | -3 | -4 | 2 | -22 | -1.6 | 97 | 9 | -0.2 | -7 | 25
CCOc1ccc(C(=O)NCC(=O)OCC(=O)Nc2cccc(S(=O)(=O)N3CCCC3)c2)cc1 | 2 | -2 | -3 | -13 | -2.8 | 89 | 14 | -3.0 | -10 | 0
COc1ccc2c(c1)[nH]c1c(=O)n(/N=C/C3C(C)C=C(C)CC3C)c(=O)[nH]c12 (centres undefined) | -1 | 4 | 2 | 7 | 7.0 | 89 | -32 | -0.8 | 8 | /
COc1ccc(N2CCN(C(=O)CN3C(=O)c4ccccc4S3(=O)=O)CC2)cc1 | -6 | 8 | 1 | -2 | 1.1 | 101 | -7 | 0.2 | 3 | /
CC(NC(=O)C1C(=O)N(CCO)C2(C)CC1c1ccccc1O2)c1ccccc1 (centres undefined) | -1 | 4 | -1 | -2 | -1.9 | 101 | 11 | -0.3 | -4 | 3
Cc1ccccc1/C=C1\OC(=O)c2ccccc21 | -1 | -3 | -1 | 28 | 3.6 | 94 | -19 | 0.4 | -7 | /
O=C(Cc1ccccc1)c1c[nH]c(C(=O)NCCCN2CCOCC2)c1 | -6 | 6 | -3 | -25 | 0.9 | 116 | -4 | 4.1 | -1 | -1
CCCC(=O)Nc1nnc(CCc2ccccc2)s1 | 1 | 2 | -4 | 2 | 1.1 | 118 | -6 | 1.1 | -6 | 1

Single entries from the entries so far.
Value of O=C(Cc1ccccc1)c1c[nH]c(C(=O)NCCCN2CCOCC2)c1 in Keap1-Nrf2 PPI: -6
Value of c1ccc(-c2nc3ccccc3nc2N2CCOCC2)cc1 in Pemphigus Ab inh: 108
